# Yeast superoxide – lowers age-related superoxide in aged yeast cells. S. cerevisiae aged cells, superoxide DHE fluorescence; stronger effect = lower value. superoxide response (% of plate mean), % at 10 µM. 330,000 compounds, 0.18% hits. AID 2690;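 active = superoxide response under a set limit, about three screen SD below normal, cut at about 65% in these data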;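 also: yeast aged for seven days with compound at 30 °C before DHE staining; 100% = average MFI of all compound-treated wells on the plate with controls excluded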
# CIT2-GFP yeast – yeast TOR pathway CIT2-GFP modulation. S. cerevisiae CIT2-GFP strain, flow cytometry, 3 h; 100 means same as DMSO wells. GFP response vs DMSO, % at 10 µM. 320,000 compounds, 0.065% hits. AID 2029;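 active = GFP response relative to DMSO above a set limit, near the screen mean plus 3 SD, cut at about 150% in these data; inconclusive = Fewer than 70 cells measured for a yeast strain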;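 also: ratio of well median GFP fluorescence to mean of DMSO wells on the plate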
# Efflux pump mplx – inhibitors of Candida antifungal efflux pumps expressed in yeast; S. cerevisiae Candida pump triplex, Nile Red efflux; inhibition, % at 10 µM; 330,000 compounds, 0.44% hits; AID 485275;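 active = plate passing quality check with inhibition over a set limit, or well fluorescence over plate mean plus 4 SD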;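 also: Nile Red retained in pooled yeast measured as flow cytometry median fluorescence; 0% = buffer negative control and 100% = Enniatin B positive control; higher means more Nile Red kept so more efflux inhibition; some compounds called inactive have numbers as strong as hits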
# LAP4-GFP MLPCN – alters LAP4-GFP fluorescence in TOR pathway yeast screen. S. cerevisiae LAP4-GFP multiplex, flow cytometry GFP, 3 h; median GFP as percent of DMSO wells. GFP response vs DMSO, % at 10 µM. 320,000 compounds, 0.34% hits;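 active = GFP response vs DMSO above a set limit, about the screen mean plus 3 SD, cut at about 150% in these data; inconclusive = under 70 cell events counted for the yeast strain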
# MEP2 TOR yeast – yeast TOR pathway MEP2-GFP modulation; S. cerevisiae MEP2-GFP strain, flow cytometry GFP, 3 h; 100% = DMSO control level; GFP response vs DMSO, % at 10 µM; 330,000 compounds, 0.51% hits;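 active = GFP response versus DMSO above a set limit, roughly screen mean plus 3 SD, cut at about 180% in these data; inconclusive = fewer than 70 cells counted for a yeast strain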;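 also: median GFP fluorescence of the barcode-gated MEP2-GFP cells per well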
# AHR act – human AHR activation | P35869 | AHR-responsive luciferase reporter cells, luminescence | activation, % at 5 µM | 320,000 compounds, 2.5% hits; in the data active = activation above about 47%;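 also: 0% = vehicle wells and 100% = reference agonist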
# Target sequence (P35869 whole entry, looked up): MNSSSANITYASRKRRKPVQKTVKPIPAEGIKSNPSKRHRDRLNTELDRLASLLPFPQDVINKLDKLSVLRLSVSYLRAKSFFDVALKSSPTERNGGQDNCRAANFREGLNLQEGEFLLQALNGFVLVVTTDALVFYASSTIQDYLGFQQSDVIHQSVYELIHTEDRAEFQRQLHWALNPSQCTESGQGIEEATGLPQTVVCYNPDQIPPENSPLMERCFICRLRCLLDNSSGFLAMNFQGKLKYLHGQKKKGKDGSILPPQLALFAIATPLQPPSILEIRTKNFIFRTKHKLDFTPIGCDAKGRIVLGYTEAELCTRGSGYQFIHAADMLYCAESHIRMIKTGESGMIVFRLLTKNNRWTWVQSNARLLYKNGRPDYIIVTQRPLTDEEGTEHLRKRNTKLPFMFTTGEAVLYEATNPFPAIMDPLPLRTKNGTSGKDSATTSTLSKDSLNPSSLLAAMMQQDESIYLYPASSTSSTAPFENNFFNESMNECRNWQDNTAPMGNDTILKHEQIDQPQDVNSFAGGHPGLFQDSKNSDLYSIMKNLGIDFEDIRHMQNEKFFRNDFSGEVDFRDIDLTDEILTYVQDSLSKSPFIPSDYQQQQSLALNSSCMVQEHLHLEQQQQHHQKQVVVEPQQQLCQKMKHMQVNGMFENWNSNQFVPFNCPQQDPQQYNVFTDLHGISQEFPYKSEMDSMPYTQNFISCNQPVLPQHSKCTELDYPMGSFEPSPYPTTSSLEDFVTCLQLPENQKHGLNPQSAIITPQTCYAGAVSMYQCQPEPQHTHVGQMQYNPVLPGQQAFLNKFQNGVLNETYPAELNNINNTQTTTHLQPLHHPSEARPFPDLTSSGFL
# RPL19A-GFP yeast – alters RPL19A-GFP fluorescence in TOR pathway yeast screen | percent response vs DMSO, % at 10 µM | AID 2025 | S. cerevisiae RPL19A-GFP strain, flow cytometry, 3 h; stronger effect = lower value | 330,000 compounds, 0.3% hits;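 active = percent response vs DMSO below 50%; inconclusive = fewer than 70 events counted for the yeast strain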;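 also: median channel GFP fluorescence of the barcoded RPL19A-GFP strain; ratio of sample median GFP to plate DMSO average so 100% = DMSO; lower means less RPL19A-GFP as with rapamycin TOR inhibition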
# AGP1-GFP MLPCN – yeast TOR pathway AGP1-GFP modulation. AID 2066. 320,000 compounds, 0.02% hits. GFP response vs DMSO, % at 10 µM. S. cerevisiae AGP1-GFP multiplex flow cytometry, 3 h; GFP as percent of DMSO wells;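 active = GFP response relative to DMSO above a set limit, near screen average plus 3 SD, cut at about 150% in these data; inconclusive = fewer than 70 cells counted for the yeast strain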;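 also: median GFP channel fluorescence of the gated AGP1 strain per well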
# * marks the source's active call; other numbers are inactive results; ? = inconclusive; [ ] = remark or other dose.
SMILES,Yeast superoxide,CIT2-GFP yeast,Efflux pump mplx,LAP4-GFP MLPCN,MEP2 TOR yeast,AHR act,RPL19A-GFP yeast,AGP1-GFP MLPCN
COC(=O)c1ccc(COc2ccc(F)cc2)o1,94,100,-0.1,116,117,2,104,99
Cc1sc(NC(=O)C2CC=CCC2C(=O)O)c(C(=O)OC(C)C)c1C (configuration not stated),121,94,0.0,96,103,0,102,100
O=C(CN1C(=O)C2CC=CCC2C1=O)NCc1cccs1 (configuration not stated),107,99,-0.2,97,102,1,101,100
O=C(Oc1ccc[nH]c1=O)c1cccc(Cl)c1,125,99,-0.1,96,95,4,99,95
CCOC(=O)COc1cc2oc(=O)cc(C)c2cc1[N+](=O)[O-],103,92,-0.1,91,95,1,93,95
Cc1ccccc1NC(=O)c1ccc(-n2cncn2)nc1,98,108,-0.1,102,99,121*,100,102
COc1ccc(-c2noc(CNS(=O)(=O)c3ccc(NC(C)=O)cc3)n2)cc1OC,100,97,0.0,86,95,2,97,93
c1ccc(OCCCn2nnc(-c3ccncc3)n2)cc1,91,97,0.1,110,100,-2,100,98
O=C(c1ccco1)N1CCn2c1nc1ccccc12,97,87,-0.1,87,90,4,102,89
CCOC(=O)N1CCN(C(=O)c2ccc(NC(=O)c3ccc(C)cc3)cc2)CC1,109,96,0.1,96,106,-9,96,100

# 4 entries out of the list above, arranged by the number in AGP1-GFP MLPCN, descending.
SMILES,CIT2-GFP yeast,Efflux pump mplx,LAP4-GFP MLPCN,MEP2 TOR yeast,AHR act,RPL19A-GFP yeast,AGP1-GFP MLPCN
Cc1sc(NC(=O)C2CC=CCC2C(=O)O)c(C(=O)OC(C)C)c1C (configuration not stated),94,0.0,96,103,0,102,100
COC(=O)c1ccc(COc2ccc(F)cc2)o1,100,-0.1,116,117,2,104,99
c1ccc(OCCCn2nnc(-c3ccncc3)n2)cc1,97,0.1,110,100,-2,100,98
COc1ccc(-c2noc(CNS(=O)(=O)c3ccc(NC(C)=O)cc3)n2)cc1OC,97,0.0,86,95,2,97,93

# (cont.)
SMILES,Yeast superoxide,CIT2-GFP yeast,Efflux pump mplx,LAP4-GFP MLPCN,MEP2 TOR yeast,AHR act,RPL19A-GFP yeast,AGP1-GFP MLPCN
O=C(NN1CCOCC1)c1cc(S(=O)(=O)Nc2cccc(C(F)(F)F)c2)ccc1Cl,93,104,-0.3,98,114,-2,102,100
COc1ccccc1C(=O)Nc1ccc(NC(=O)c2ccco2)c(C)c1,93,97,-0.2,111,102,40,99,104
Cc1cc2nc(CSc3ccccc3)cc(=O)n2[nH]1,114,100,-0.1,101,102,4,100,107
CS(=O)(=O)Nc1nc2n(n1)C(c1ccccc1)C=C(c1ccc(Br)cc1)N2 (configuration not stated),97,106,-0.2,99,102,1,105,98
O=C(NNC(=O)c1ccccc1[N+](=O)[O-])c1ccc(NC(=O)c2ccccc2)cc1,100,99,-0.1,69,85,-2,102,96
FC(F)(F)c1cc(Cl)c2nnc(-c3ccccn3)n2c1,97,107,-0.2,96,107,4,105,101
Cn1c(=O)c2c(nc(Oc3cccc(O)c3)n2C)n(C)c1=O,107,93,0.0,89,98,5,93,92
COc1ccc2oc(C(=O)N(Cc3ccco3)Cc3cccs3)c(C)c2c1,71,99,0.0,111,100,7,96,104
O=S1(=O)CCOC[C@H](Cc2ccccc2)N1Cc1ccccc1,93,104,-0.1,128,94,2,101,94
COc1ccccc1CCNC(=O)CCNS(=O)(=O)c1ccc(NC(C)=O)cc1,118,84,0.0,85,95,0,91,90

# 5 records drawn at random from the list so far, as already listed:
SMILES,Yeast superoxide,CIT2-GFP yeast,Efflux pump mplx,LAP4-GFP MLPCN,MEP2 TOR yeast,AHR act,RPL19A-GFP yeast,AGP1-GFP MLPCN
c1ccc(OCCCn2nnc(-c3ccncc3)n2)cc1,91,97,0.1,110,100,-2,100,98
CCOC(=O)N1CCN(C(=O)c2ccc(NC(=O)c3ccc(C)cc3)cc2)CC1,109,96,0.1,96,106,-9,96,100
CS(=O)(=O)Nc1nc2n(n1)C(c1ccccc1)C=C(c1ccc(Br)cc1)N2 (configuration not stated),97,106,-0.2,99,102,1,105,98
O=C(CN1C(=O)C2CC=CCC2C1=O)NCc1cccs1 (configuration not stated),107,99,-0.2,97,102,1,101,100
CCOC(=O)COc1cc2oc(=O)cc(C)c2cc1[N+](=O)[O-],103,92,-0.1,91,95,1,93,95

# Additional records:
SMILES,Yeast superoxide,CIT2-GFP yeast,Efflux pump mplx,LAP4-GFP MLPCN,MEP2 TOR yeast,AHR act,RPL19A-GFP yeast,AGP1-GFP MLPCN
COCCNC(=S)Nc1ccc(N2CCCCC2)cc1,73,96,-0.1,85,95,6,98,97
Cc1ccc(OCC(=O)NCCCNC(=O)c2ccccn2)cc1C,99,102,-0.1,93,103,3,96,106
O=C(COc1ccccc1[N+](=O)[O-])Nc1ccc(NC(=O)c2cc3ccccc3o2)cc1,91,108,0.0,109,99,-3,103,109
O=C(Cc1ccccc1)NCCCN1CCN(CCCNC(=O)Cc2ccccc2)CC1,100,97,-0.1,107,102,3,101,98
Cc1noc(C)c1S(=O)(=O)N1CCN(C(c2ccccc2)c2ccc(Cl)cc2)CC1 (configuration not stated),87,98,0.3,103,108,3,99,102
CN1CCN(CC(=O)N2N=C(c3cccs3)CC2c2ccco2)CC1 (configuration not stated),122,107,0.2,93,102,6,101,104
CCOC(=O)c1sc(=S)n(-c2ccccc2Cl)c1C,97,107,0.0,108,87,2,96,105
COc1cccc(CNC(=O)CSCc2cnn(-c3ccccc3)c2-n2cccc2)c1,113,?,-0.2,104,110,-1,96,18[may fluoresce violet]
Cc1ccccc1NCN1C(=O)C2C3C=CC(C3)C2C1=O (configuration not stated),101,93,0.0,131,117,-2,76,113
CC1(C)Cc2c(ccc3ccccc23)C(c2cc3ccccc3oc2=O)=N1,88,101,0.0,97,94,10,99,100
OCCN(CCO)CC(O)CN(c1ccccc1)c1ccccc1 (configuration not stated),114,105,0.1,120,98,2,99,126
CC(=O)c1c(C)[nH]c(C(=O)Nc2cc(C)cc(C)c2)c1C,100,105,0.0,111,114,-2,104,102
CN(C)C(=O)c1ccc(NS(=O)(=O)c2ccc3c(c2)OCCO3)cc1,103,91,0.0,78,93,-5,98,83
CC(=O)C1=C(C)NC(SCC(N)=O)=C(C#N)C1CC(C)C (configuration not stated),101,87,0.1,97,98,0,98,97
COc1cccc(NC(=O)CCC(=O)N2CC(C)Oc3ccc(C)cc32)c1 (configuration not stated),102,94,-0.1,110,100,12,89,90
O=C(O)Cn1c(P(=O)(O)c2ccccc2)nc2ccccc21,96,88,0.0,96,98,-2,97,97
O=C(c1ccc(CS(=O)Cc2ccccc2Cl)o1)N1CCN(c2cccc(Cl)c2)CC1 (configuration not stated),128,114,0.2,112,102,3,107,111
CC(C)(C)C1CCc2c(sc(NC(=O)CSc3ncn[nH]3)c2C#N)C1 (configuration not stated),102,89,-0.1,97,91,5,96,108
CCn1c(-c2cc(-c3ccc(C)cc3)nc3ccccc23)n[nH]c1=S,93,91,0.1,89,100,4,87,86
CC1=C(C(=O)OC2CCCCC2)C(c2ccc(N(C)C)cc2)NC(=O)N1 (configuration not stated),99,101,0.0,91,107,-2,103,100
CCC(C)NC(=S)N1CCN(Cc2ccccc2)CC1 (configuration not stated),99,96,-0.1,109,90,-2,95,110
CCOc1ccccc1OCCNC1CCCC1,93,102,0.0,102,107,1,108,108
Cc1ccc(C(=O)Nc2ncccc2C)cc1S(=O)(=O)N1CCCCC1,104,106,-0.1,100,96,-2,95,111
N#C/C(=C\Nc1ccc(F)c(Cl)c1)S(=O)(=O)c1ccccn1,104,89,0.1,107,106,2,92,89
Cc1cc(C)nc(SCc2nnc(SCC(=O)N3CCOCC3)o2)n1,89,113,0.0,96,99,-1,101,103
COc1ccc(CCC(=O)NCc2cn3ccccc3n2)cc1,82,90,0.0,104,99,3,101,100
Fc1cnc(N2CCOCC2)nc1N1CCc2ccccc21,110,105,-0.1,94,98,32,85,86
COc1cc(C2c3c(n[nH]c3C)C(=O)N2c2ccc(Br)cc2)ccc1O (configuration not stated),104,101,0.0,94,95,11,100,98
CCc1ccc(N2C(=O)CC(c3ccc(F)cc3)C3=C2COC3=O)cc1 (configuration not stated),99,101,0.0,101,103,2,108,101
Cc1ccc(-c2nnn(CC(=O)N(Cc3cccs3)C(C(=O)NC(C)(C)C)c3ccco3)n2)o1 (configuration not stated),92,101,0.0,95,103,0,98,103

# Shown with two lines to a compound: entries from further up.
# Below each SMILES – Yeast superoxide, CIT2-GFP yeast, Efflux pump mplx, LAP4-GFP MLPCN, MEP2 TOR yeast, AHR act, RPL19A-GFP yeast, AGP1-GFP MLPCN
Cc1ccc(-c2nnn(CC(=O)N(Cc3cccs3)C(C(=O)NC(C)(C)C)c3ccco3)n2)o1 (configuration not stated)
→ 92, 101, 0.0, 95, 103, 0, 98, 103
CCc1ccc(N2C(=O)CC(c3ccc(F)cc3)C3=C2COC3=O)cc1 (configuration not stated)
→ 99, 101, 0.0, 101, 103, 2, 108, 101
N#C/C(=C\Nc1ccc(F)c(Cl)c1)S(=O)(=O)c1ccccn1
→ 104, 89, 0.1, 107, 106, 2, 92, 89
COc1cc(C2c3c(n[nH]c3C)C(=O)N2c2ccc(Br)cc2)ccc1O (configuration not stated)
→ 104, 101, 0.0, 94, 95, 11, 100, 98

# The main list resumes, starting 2 compounds before the break.
SMILES,Yeast superoxide,CIT2-GFP yeast,Efflux pump mplx,LAP4-GFP MLPCN,MEP2 TOR yeast,AHR act,RPL19A-GFP yeast,AGP1-GFP MLPCN
CCc1ccc(N2C(=O)CC(c3ccc(F)cc3)C3=C2COC3=O)cc1 (configuration not stated),99,101,0.0,101,103,2,108,101
Cc1ccc(-c2nnn(CC(=O)N(Cc3cccs3)C(C(=O)NC(C)(C)C)c3ccco3)n2)o1 (configuration not stated),92,101,0.0,95,103,0,98,103
COC(=O)c1nnn(-c2nonc2N)c1CSc1ccccn1,96,100,-0.1,107,103,1,102,100
CC(C)CCn1c(SCC#N)nc2c(sc3ccccc32)c1=O,99,95,0.0,93,97,2,97,99
Cc1cccc(C2CC(c3ccccc3)Nc3nc(N)nn32)c1 (configuration not stated),107,104,0.0,99,106,0,101,103
CCc1ccc(C(=O)NC(=S)Nc2ccccc2N2CCOCC2)cc1,107,96,-0.1,101,96,19,101,96
CCc1ccc(NC(=O)C(=O)NCC(O)c2ccccc2)cc1 (configuration not stated),87,101,0.1,92,110,5,109,104
COCCn1c(CN2CCc3ccccc3C2)nc2c1c(=O)n(C)c(=O)n2C,92,104,-0.1,94,108,6,103,101
CN(Cc1nc(-c2cnccn2)no1)CC(O)c1ccccc1 (configuration not stated),102,104,0.1,100,99,0,106,105
C/C(CC(=O)NCc1ccccc1Cl)=N/NC(=O)c1ccccn1,111,109,-0.1,98,103,3,107,99
O=C(c1cnn(-c2ccccc2)c1)c1cc(Br)ccc1O,87,88,-0.1,100,100,3,97,99
COc1ccc(OC)c(CC(NC(C)=O)C(=O)NC2CCN(c3nnnn3-c3ccccc3)CC2)c1 (configuration not stated),110,98,-0.2,101,100,0,96,101
Cc1cc(C)cc(Oc2coc3cc(O)ccc3c2=O)c1,89,103,-0.3,98,98,2,99,98
COc1cc(NC(=O)c2nccnc2N)cc(C(=O)Nc2cccc(C(F)(F)F)c2)c1,89,101,-0.1,99,99,25,100,103
O=C(COc1ccccc1)Nc1c(C(=O)N2CCC(N3CCCCC3)CC2)oc2ccccc12,101,104,0.2,97,108,0,96,88
CC(C)OCCCNC(=O)c1cccc2c1C(=O)c1ccc(Cl)cc1S2(=O)=O,78,97,-0.2,96,95,16,93,100

# High-throughput results (PubChem BioAssay)
